# Screening results (PubChem)
# USP2a inh: blocks human ubiquitin-specific protease USP2a; USP2 core, Ub-CHOP2 coupled fluorogenic reporter, 485/531; Potency, µM (highest dose often 38.3 µM), for inactives: top-dose activity change, negative = inhibition, usual class: inhibitors; hit rate 0.01% among 330,000; AID 463254;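 further: potency means the concentration at half of the fitted maximal effect; plate controls were DMSO wells for no effect and full inhibition by NEM control for full effect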
#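 USP2 core (10nM final) preincubated 30min RT with compound in 20mM Tris-HCl pH 8.0, 2mM CaCl2, 2mM beta-mercaptoethanol, 0.05% CHAPS; 25nM Ub-CHOP2 plus 25nM reporter substrate added, fluorescence (Ex485/Em531) read after 60min.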
# uPA generation: blocks generation of uPA at the cell surface; Potency, µM (titrated, usually from 38.3 µM), without a hit: top-dose activity change, negative = inhibition, usual class: inhibitors; hit rate 0.31% among 330,000; cell surface uPA generation assay, qHTS; active means well fitted inhibition curve with a large enough effect; inconclusive means small, poorly fitted or top-dose-only effect; inactive means no such curve, though single readings can be large or run the other way; tested in mouse RAW 264.7 cells; further: potency means the concentration at half of the fitted maximal effect; nearly all actives have a fitted effect of over 55% in size
# BCR signal inh: chronic active BCR signaling inhibition; ABC-DLBCL IkBa-CBG/CBR reporter, luminescence ratio, 4 h; Potency, µM (doses to about 46.1 µM), for inactives: at the highest dose ratio change, negative = lower green/red ratio, hits mostly inhibitors; hit rate 0.05% among 340,000; active means well fitted inhibition curve with a large enough effect in the signal ratio, with a control signal flat, not every such curve was filed as active; inconclusive means small, poorly fitted or top-dose-only effect, or effect the other way, or a change in a side signal; the % refers to the signal ratio;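 further: potency means the concentration at half of the fitted maximal effect; plate controls were basal doxycycline-induced cells for no effect and cells given 10 µM MG132 for full effect; MG132 reads +100%, hits lower the ratio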
#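 Compounds up to 46 uM were incubated four hours with TMD8 cells whose green CBG68 luciferase is fused to IkappaBalpha; red CBR luminescence normalised the signal, and concentration-effect curves were fitted to fusion, red and ratio data.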
# GALK inhibitor: inhibitors of human galactokinase. P51570. Purified GALK, Kinase-Glo residual ATP luminescence. Potency, µM (titrated, usually from 57.5 µM), for the others: at the highest dose activity change, negative = inhibition, hits mostly inhibitors. hit rate 0.007% among 270,000; further: potency means the concentration at half of the fitted maximal effect
# Target sequence (P51570 whole entry, looked up): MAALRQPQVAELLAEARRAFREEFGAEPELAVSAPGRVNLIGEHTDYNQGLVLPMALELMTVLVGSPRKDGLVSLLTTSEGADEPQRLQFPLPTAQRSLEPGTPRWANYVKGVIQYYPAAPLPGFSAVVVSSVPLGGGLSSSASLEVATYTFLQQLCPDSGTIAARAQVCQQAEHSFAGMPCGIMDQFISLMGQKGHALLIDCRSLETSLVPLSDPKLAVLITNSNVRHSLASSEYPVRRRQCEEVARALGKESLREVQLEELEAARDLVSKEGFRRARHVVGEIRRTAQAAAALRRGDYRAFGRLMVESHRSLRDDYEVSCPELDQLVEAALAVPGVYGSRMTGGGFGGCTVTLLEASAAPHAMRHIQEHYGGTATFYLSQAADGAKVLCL
#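 The enzyme phosphorylates galactose (100 uM) using ATP (35 uM); inhibition is detected as higher residual ATP, quantified by bioluminescence after 1 h reaction at room temperature, pH 8.0.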
# Giardia killer: Giardia lamblia killing | hit rate 0.15% among 340,000 | Giardia lamblia trophozoite viability | activity change, % at 7.66 µM, hits read low | AID 540267; in the data active means activity change below about -80%; inconclusive means between about -30% and that limit;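 further: parasites exposed to compound for two days anaerobically before the ATP read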
#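 ATP-content bioluminescence gauges trophozoite survival. Cells (100/well) receive compound and incubate anaerobically for 48 hrs at 37 deg C; detection reagent follows for 15-30 min at room temperature.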
# B2AR arrestin: recruits beta-arrestin to the human beta2-adrenergic receptor; AID 492947; Potency, µM (doses to about 46.1 µM), for inactives: at the top dose activation, most hits filed as activators; hit rate 0.02% among 330,000; beta-arrestin recruitment to beta2AR, cell-based reporter;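 further: potency means the concentration at half of the fitted maximal effect; 0% = DMSO controls and full agonism = EC100 isoproterenol or metaproterenol; nearly all actives have a fitted effect of over 65% in size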
# Target sequence (P07550 whole entry, looked up): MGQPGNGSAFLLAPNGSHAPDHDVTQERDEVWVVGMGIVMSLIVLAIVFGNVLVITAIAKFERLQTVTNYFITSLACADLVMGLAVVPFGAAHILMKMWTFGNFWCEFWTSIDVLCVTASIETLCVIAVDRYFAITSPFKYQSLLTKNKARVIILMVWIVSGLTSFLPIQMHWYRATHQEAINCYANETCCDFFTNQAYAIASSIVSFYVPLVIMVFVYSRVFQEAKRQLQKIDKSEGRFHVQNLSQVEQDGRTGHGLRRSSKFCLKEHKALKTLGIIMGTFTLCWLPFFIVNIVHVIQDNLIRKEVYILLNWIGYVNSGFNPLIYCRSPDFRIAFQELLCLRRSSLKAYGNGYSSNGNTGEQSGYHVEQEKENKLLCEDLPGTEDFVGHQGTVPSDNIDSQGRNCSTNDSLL
# FBPA coupling cs: inhibits coupling enzyme system, counter-screen for aldolase hits; coupling enzyme system counterscreen, AmpLite Red fluorescence; AID 2472; hit rate 0.67% among 290,000; activity change, negative = inhibition, % at 58.2 µM, hits read low; in the data active means activity change below about -30%
#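 Counterscreen of the coupled detection system alone, without aldolase: glyceraldehyde-3-phosphate coupling enzymes plus AmpLite Red readout. Compounds at 57.5 uM final, 10 min RT preincubation, 20 min RT reaction, fluorescence 525/598 nm.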
# KCNH2 3.1 inh: blocks the human KCNH2 3.1 channel isoform; U2OS KCNH2 3.1, thallium flux FluxOr; active compounds read low; hit rate 0.95% among 340,000; activity change, % (tested at about 1.8 µM); AID 720553;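 active means maximum activity change below -70%; inconclusive means maximum activity change from -70% to -50%; inactive means maximum activity change above -50%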;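 further: thallium influx rate constant from kinetic fluorescence after stimulation buffer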
#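 U2OS cells transduced with KCNH2 3.1 mutant virus (1.77 x 10^8 /mL, 4 h), plated overnight at 37 C, loaded 45 min with FluxOr dye plus Red40 quencher. Thallium flux rate constant from kinetic reads after stimulation buffer, normalised to controls.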
# Eya2 phos inh: blocks the phosphatase activity of human Eya2; Potency, µM (titrated, usually from 76.9 µM), for the others: at the top dose activity, negative = inhibition, hits mostly inhibitors; hit rate 0.006% among 330,000; O00167; recombinant Eya2, OMFP fluorescence dephosphorylation (OMFP is methylfluorescein phosphate); further: potency means the concentration at half of the fitted maximal effect
#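 Eya2 protein (added as 0.2 uM solution) was preincubated with compound for 10 min at ambient temperature in 50 mM HEPES pH 7.5, 50 mM NaCl, 5 uM MgCl2, 0.05% BSA, 1 mM DTT. OMFP (added at 50 uM) then reacted 10 min; fluorescence read at 485/525 nm.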
# hERG WT inh: inhibitors of human wildtype KCNH2 potassium channel. Q12809. U2OS, BacMam KCNH2, thallium flux FluxOr; active compounds read low. activity change, % at 1.84 µM. hit rate 0.37% among 340,000;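 active means maximum activity change below -70%; inconclusive means maximum activity change between -70% and -50%; inactive means maximum activity change above -50%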
#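 U2OS cells transduced with wild-type KCNH2 virus are loaded with FluxOr dye for 45 min, and thallium flux is measured in kinetic reads before and after stimulation buffer. Rate constants are normalized to DMSO controls.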
# PKM2 activator: increases activity of human pyruvate kinase M2 | purified PKM2, Kinase-Glo ATP luminescence, activation; response scale: 0% is enzyme alone, no compound | Potency, µM (highest dose often 57.5 µM), without a hit: top-dose activation, actives largely listed as activators | hit rate 0.34% among 260,000 | AID 1631; further: potency means the concentration at half of the fitted maximal effect; nearly all actives have a fitted effect of over 55% in size
#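 hPK-M2, >95% pure; 0.1 mM ADP / 0.5 mM PEP final; imidazole pH7.2 buffer w/ 7 mM MgCl2, 50 mM KCl; 1 h RT; Kinase-Glo lum. Intermediate enzyme activity for dual inhibitor/activator qHTS.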
# * = called active by the depositor; i = inactive; ? = inconclusive; / = no result given; [ ] = remark or other dose. Unless noted, the call rests on the fitted dose curve; in most records, active means well fitted curve in the direction sought with a large enough effect; inconclusive means small, poorly fitted or top-dose-only effect, or another doubt; inactive means no such curve, though single readings can be large; an effect the other way counts as inactive or inconclusive. Unless noted, on the % scale 0 is the no-effect control and ±100 the full control effect.
# Start of the listing, in advance, 2 compounds:
SMILES,USP2a inh,uPA generation,BCR signal inh,GALK inhibitor,Giardia killer,B2AR arrestin,FBPA coupling cs,KCNH2 3.1 inh,Eya2 phos inh,hERG WT inh,PKM2 activator
Cc1cc(C)c2c(N)c(S(=O)(=O)Cc3ccccc3)sc2n1,1%,8%,1%,1%,10,-0.1%,0,-3,12%,-1,1%
CN1CCN(CCNC(=O)Nc2ccccc2C(F)(F)F)CC1,1%,1%,3%,1%,-1,-0.1%,1,4,-11%,-5,2%

# Main list, repeating the preview:
SMILES,USP2a inh,uPA generation,BCR signal inh,GALK inhibitor,Giardia killer,B2AR arrestin,FBPA coupling cs,KCNH2 3.1 inh,Eya2 phos inh,hERG WT inh,PKM2 activator
Cc1cc(C)c2c(N)c(S(=O)(=O)Cc3ccccc3)sc2n1,1%,8%,1%,1%,10,-0.1%,0,-3,12%,-1,1%
CN1CCN(CCNC(=O)Nc2ccccc2C(F)(F)F)CC1,1%,1%,3%,1%,-1,-0.1%,1,4,-11%,-5,2%
CC1Cc2ccccc2N1C1=CC(=O)CC(C)(C)C1 (configuration not stated),0%,0%,-1%,13%,-11,0.1%,2,24,1%,15,2%
COc1cccc(S(=O)(=O)NCc2ccc(C(=O)Nc3ccc(Cl)cc3)cc2)c1,-1%,3%,-28%,-1%,0,-0.1%,-1,-41,3%,-3,0%
CCOC(=O)c1cnn(-c2nc(SC)nc3sc4c(c23)CCCC4)c1N,-2%,-8%,?,-2%,-15,0.2%,-1,-4,11%,7,-1%
CCCCCCNS(=O)(=O)c1ccc(NC(=O)C2CCCO2)cc1 (configuration not stated),6%,3%,-5%,1%,-8,-2.2%,0,-3,-2%,-3,-3%
Cn1nc(-c2ccccc2)c2nc3ccccc3nc21,0%,-1%,?,4%,9,0.4%,3,-8,11%,-6,-2%
CCC(CC)C(=O)c1c[nH]c(C(=O)NN)c1,-1%,?,22µM*,-1%,-1,-0.2%,0,-6,3%,12,1%
CCSC(C)CC1C/C(=N/O)c2c(C)noc2C1 (configuration not stated),3%,-6%,7%,1%,2,0.5%,1,13,-9%,-6,-3%
Cc1ccc(N(CCCCN2C(=O)c3ccccc3C2=O)C(=O)c2ccc(Cl)s2)cc1,-7%,2%,7%,-5%,-13,0.3%,4,8,-3%,-5,2%
CN1C(=O)/C(=C/c2cc(C(C)(C)C)c(O)c(C(C)(C)C)c2)NC1=S,0%,8%,1%,-1%,12,0.1%,-1,/,11%,-4,10%
Cc1c(OC(C)C(=O)NCc2ccccn2)ccc2c3c(c(=O)oc12)CCCC3 (configuration not stated),0%,-7%,-5%,-4%,-13,0.5%,/,4,1%,-7,/
CCOC(=O)c1cn2nc(-c3ccc(OCC)cc3)cc2nc1C1CCN(C(=O)OC(C)(C)C)CC1,1%,4%,-1%,-1%,-4,0.1%,0,4,22%,-3,1%
O=C(Nc1nc2c(s1)CN(Cc1ccccc1)CC2)C1CCC1,-1%,7%,?,0%,20,-1.0%,-4,3,0%,0,-2%
Nc1c(C(=O)NC2CCCC2)c2nc3ccccc3nc2n1N,1%,-6%,?,3%,-6,-0.4%,0,10,5%,-1,-3%
COc1cc(C(=O)OCC(=O)Nc2cc(-c3cc(C)c(C)cc3C)nn2-c2ccccc2)cc(OC)c1OC,3%,4%,-7%,0%,-18,-0.6%,-12,-1,3%,i,-16%
O=C(COC(=O)COc1cccc(C(F)(F)F)c1)NC1CCCC1,0%,-4%,?,/,1,0.1%,/,-1,-3%,-8,/
CSCCC1Nc2ccc(S(=O)(=O)N3CCOCC3)cc2NC1=O (configuration not stated),6%,1%,-1%,-2%,-12,0.0%,0,-20,2%,6,2%
Cc1ccc(C(=O)NC2CCN(C(=O)NCc3ccccc3)CC2)cc1,0%,18%,3%,3%,-5,0.4%,-2,4,-6%,-7,2%
O=C(O)CCCCCCNS(=O)(=O)c1ccccc1,0%,4%,11%,-1%,-7,0.0%,4,20,-13%,-6,-11%
O=C(N/N=C/c1ccc[nH]1)c1ccccc1O,1%,-4%,?,2%,6,-0.9%,-18,21,1%,1,2%
O=C(CCNS(=O)(=O)c1ccc2ccccc2c1)NCCOc1ccccc1,-1%,1%,12%,/,6,-0.2%,/,11,-24%,11,/
CC(C)(C)C(=O)NC(=S)Nc1sc2c(c1C(N)=O)CCC2,-2%,-3%,?,4%,-2,-0.3%,4,-8,10%,1,-1%
Cc1ccc(C(=O)CSc2nc3ccccc3c(=O)[nH]2)cc1,-5%,7%,?,0%,-17,-0.5%,-5,1,-3%,-8,-2%
O=C(CN1CCC(NC(=O)c2ccccc2F)CC1)NCc1ccc(F)cc1,5%,-5%,23%,1%,8,-0.9%,3,9,-24%,1,7%
CN(CC(=O)Nc1ccccc1Cl)C(=O)c1cc(-c2cccs2)nn1-c1ccccc1,2%,-1%,-2%,/,12,-0.1%,/,-12,19%,-1,/
COC(=O)[C@H]1C[C@H]2[C@@H]3CC[C@H]4C[C@@H](OC)CC[C@]4(C)[C@H]3CC[C@]2(C)[C@@]2(CCCO2)O1,2%,3%,-4%,/,3,0.1%,/,2,-10%,0,/
O=C1CCCC(=O)C1C(=O)C1CCN(S(=O)(=O)c2ccccc2)CC1,0%,-6%,4%,1%,-18,-0.1%,-1,16,-9%,-5,-4%
O=C(NC1=NCCS1)C1CC2CCC1C2 (configuration not stated),-2%,2%,0%,3%,3,-0.3%,1,7,29%[15.4 µM],0,-15%
N#Cc1ccc(-c2ccc(Cl)cc2)nc1Oc1ccc(F)cc1,3%,/,0%,-2%,12,-2.4%,1,-16,-9%,3,-1%
O=C(COc1ccc(Nc2ccccc2)cc1)Nc1ccncc1,0%,-1%,4%,/,-7,0.2%,/,-5,-1%,-7,/
CCCS(=O)(=O)N1CCCC(C(=O)c2ccccc2OC)C1 (configuration not stated),-2%,10%,-2%,0%,-3,-0.9%,-3,15,-4%,9,10%
COC(=O)Cn1nc(-c2ccccc2)c2cc(Cl)ccc21,0%,/,0%,-2%,-5,0.3%,0,28,-6%,-5,0%
CCOc1ncccc1C(=O)OCC(=O)c1ccc[nH]1,1%,-1%,-5%,4%,-18,-1.0%,0,-4,-9%,-2,3%
CCC(C)N(C(=O)COC(=O)c1[nH]c(C)c(C(C)=O)c1C)C1CCS(=O)(=O)C1 (configuration not stated),5%,0%,-3%,3%,6,-0.7%,5,-3,2%,-3,7%
COc1cccc(-c2ccc(-c3noc(-c4cccs4)n3)c(OC)n2)c1,0%,-1%,-2%,0%,69[activator],0.0%,-4,-19,0%,3,3%
O=C(CN1C(=O)COc2ccc(S(=O)(=O)N3CCCC3)cc21)N1CCCC1,0%,-6%,6%,/,-16,-0.7%,-1,10,-6%,6,-10%
O=C(OCc1nnc(-c2ccccc2)o1)C1CC(=O)N(c2ccccc2)C1 (configuration not stated),1%,1%,-1%,2%,4,0.0%,4,1,-22%,16,2%
CC(C)c1ccc2[nH]c3c(c2c1)[C@@H]1CCN2C(=O)CCC[C@H](C3)[C@H]12,1%,-5%,15%,/,5,-0.5%,-4,39,-2%,-9,-1%
CSC1=NCCN1C(=O)Cc1ccc(F)cc1,?,-7%,-13%,2%,-11,0.6%,2,8,0%,-3,-3%
CC(=O)N1c2c(cc(Br)cc2S(=O)(=O)N2CCOCC2)CC1C (configuration not stated),0%,2%,?,-2%,2,-0.1%,-1,9,9%,3,-7%
O=C(CCn1c(=O)oc2cc(Cl)ccc21)Nc1ccc(N2CCOCC2)cc1,5%,-4%,-7%,-2%,3,0.4%,-1,1,-13%,7,/
COC(=O)c1ccccc1NC(=O)C1CCCO1 (configuration not stated),2%,0%,?,1%,6,-0.5%,0,4,7%,-5,-4%
CC(=O)c1c(C)nc(-c2cccc([N+](=O)[O-])c2)n1O,2%,-4%,1%,-1%,8,-0.1%,-1,6,5%,-10,-31%
CCn1c(=O)c2ccccc2n(Cc2ccccc2C)c1=O,1%,-1%,2%,6%,4,0.3%,2,16,-3%,-12,0%[11.5 µM]
O=C(COC(=O)c1cccnc1Cl)c1ccc(OC(F)F)cc1,1%,-4%,-7%,11%,4,-0.9%,3,5,-7%,4,/
COc1ccc(C(=O)COC(=O)CCCN=C2NS(=O)(=O)c3ccccc32)c(OC)c1,1%,-4%,?,/,3,-0.1%,/,-15,-5%,-3,/
COC(=O)C(CC(C)C)N(Cc1cc(OC)cc(OC)c1)S(=O)(=O)c1ccccc1Br (configuration not stated),2%,-13%,?,/,0,6.2%,/,-12,-1%,23,/
COc1cccc(C(=O)NCC(=O)N2CCC(C)CC2)c1,3%,2%,?,3%,7,0.0%,1,3,14%,-10,-2%
CS(=O)(=O)N1CCc2cc(C(=O)NC3CC3)ccc21,2%,2%,2%,2%,-5,0.2%,-2,15,1%,-7,/
